High-throughput results as filed in PubChem BioAssay.
procasp3 activ – activators of human procaspase-3 D3A mutant, primary screen, biochemical, absorbance, PC-3 D3A mutant, single concentration. recombinant procaspase-3 D3A, Ac-DEVD-pNA absorbance 405 nm. activation, % at 8.5 µM. hit rate 0.11% among 330,000. AID 463141, 2010;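 active means activation above the mean of all tested compounds plus 3 SD, cut at about 21% in these data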;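 further: 0% = DMSO alone and 100% = DMSO wells spiked with extra 5 µM PC-3 D3A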
Target sequence (P42574 whole entry D9A/D28A/D175A): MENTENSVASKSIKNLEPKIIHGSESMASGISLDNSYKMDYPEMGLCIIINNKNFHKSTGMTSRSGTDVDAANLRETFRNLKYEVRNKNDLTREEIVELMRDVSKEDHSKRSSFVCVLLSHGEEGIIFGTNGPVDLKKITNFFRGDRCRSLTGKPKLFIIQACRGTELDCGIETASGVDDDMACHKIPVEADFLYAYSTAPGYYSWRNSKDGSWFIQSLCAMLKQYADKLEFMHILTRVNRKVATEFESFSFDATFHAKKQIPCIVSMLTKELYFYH
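Assay system – Procaspase-3 D3A mutant · Benchmarks – DMSO low control, extra-enzyme high control · Technique – 405 nm absorbance of p-nitroaniline, reads at 0 and 120 min · Doses – 8.5 µM nominal · Measure – % activation between DMSO and enzyme-spiked controls · Also added – Ac-DEVD-pNA chromogenic peptide substrate · Schedule – 1 h compound preincubation, 2 h substrate hydrolysis at 25 °C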
Fh CTSL1 inh – Fasciola hepatica cathepsin L1 inhibitors, primary screen, counter-screen for PFM18AAP inhibitor project, biochemical, QFRET, fluorogenic peptide substrate. AID 1906, 2009. recombinant F. hepatica cathepsin L1, Z-Leu-Arg-MCA fluorescence. inhibition, % at 5.96 µM. hit rate 0.49% among 300,000;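 active means inhibition above the mean of all tested compounds plus 3 SD, set per screening campaign, cut at about 17% in these data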;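 further: 0% = plate median of test compound wells and 100% = 1 µM Z-Phe-Ala-diazomethylketone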
proCasp7 act – procaspase-7 activators, primary screen, counter-screen for procaspase-3 activator project, biochemical, absorbance, HTS, human; hit rate 0.093% among 330,000; activation, % at 8.5 µM; AID 463210, 2010; recombinant procaspase-7, Ac-DEVD-pNA absorbance 405 nm; D23A/D198A/D206A triple mutant, cannot self-cleave; scale: DMSO 0, 5 µM enzyme 100; Caspase-7 (Homo sapiens), P55210;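 active means percent activation above the screen-wide mean plus 3 SD, cut at about 25% in these data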
Target sequence (P55210 whole entry D23A/D198A/D206A): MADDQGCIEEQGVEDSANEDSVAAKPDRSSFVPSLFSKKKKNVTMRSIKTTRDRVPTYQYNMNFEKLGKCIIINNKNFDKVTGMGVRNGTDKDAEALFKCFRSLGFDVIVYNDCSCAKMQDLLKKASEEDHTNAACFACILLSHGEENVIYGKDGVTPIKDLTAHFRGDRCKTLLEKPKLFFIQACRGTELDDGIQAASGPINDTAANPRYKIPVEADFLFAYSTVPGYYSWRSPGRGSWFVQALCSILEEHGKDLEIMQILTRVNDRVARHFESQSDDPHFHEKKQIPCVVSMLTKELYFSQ
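Test system: Procaspase-7 triple mutant (PC-7 D3A). Also added: Ac-DEVD-pNA substrate, 400 µM as added. Schedule: 1 h enzyme–compound preincubation and 2 h substrate reaction, both 25 °C. Signal: p-Nitroaniline absorbance at 405 nm, read at 0 and 120 min. Control set: low DMSO alone, high DMSO plus 5 µM PC-7.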
PP1 inh – PP1-alpha phosphatase inhibitors, primary screen, counter-screen for PP5 inhibitor project, biochemical, fluorescence, OMFP substrate, single point; Serine/threonine-protein phosphatase PP1-alpha catalytic subunit (Homo sapiens), P62136; purified PP1alpha; inhibition, % at 6.7 µM; hit rate 0.9% among 320,000; AID 2235, 2010;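 active means inhibition above the mean inhibition of all tested compounds plus 3 SD, computed separately for each screening campaign, cut at about 15% in these data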
Target sequence (P62136 whole entry, looked up): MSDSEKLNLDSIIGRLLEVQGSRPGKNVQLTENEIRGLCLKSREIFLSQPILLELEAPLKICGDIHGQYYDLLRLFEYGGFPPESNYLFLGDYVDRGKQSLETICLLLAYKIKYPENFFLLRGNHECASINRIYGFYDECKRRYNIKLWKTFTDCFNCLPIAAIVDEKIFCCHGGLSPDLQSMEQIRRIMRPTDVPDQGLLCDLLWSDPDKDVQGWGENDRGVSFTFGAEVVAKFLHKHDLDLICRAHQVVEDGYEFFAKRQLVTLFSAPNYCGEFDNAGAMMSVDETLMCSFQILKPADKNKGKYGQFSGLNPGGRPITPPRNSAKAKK
PP5 inh – PP5 phosphatase inhibitors, primary screen, biochemical, fluorescence; purified PP5c, OMFP substrate fluorescence; inhibition, % at 6.7 µM; hit rate 0.18% among 320,000; AID 1987, 2009;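 active means inhibition above the campaign's mean inhibition across all tested compounds plus 3 SD, cut at about 9.5% in these data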;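 further: 0% = DMSO only and 100% = 100 µM cantharidin control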
AHR activator – AHR activators, primary screen, cell-based, luminescence, luciferase reporter, human; hit rate 2.5% among 320,000; AID 2796, 2010; AHR-responsive luciferase reporter cells; activation, % at 5 µM; Aryl hydrocarbon receptor (Homo sapiens), P35869; in the data active means activation above about 47%;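 further: 0% = vehicle wells and 100% = reference agonist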
TPT1 inh – Candida albicans TPT1 enzyme inhibitors, primary screen, biochemical, fluorescence polarization; recombinant caTPT1, FP RNA substrate dephosphorylation; inhibition, % at 5 µM; hit rate 0.81% among 300,000;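 active means inhibition above the mean of all tested compounds plus 3 SD, set per screening campaign, cut at about 24% in these data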;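 further: plate controls were DMSO alone for no effect and ferristatin control at 100 nM for full effect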
core dimer inh – inhibitors of HCV core protein dimerization, primary screen, biochemical, TR-FRET, high-throughput; TR-FRET GST/Flag-core106 dimerization, 1536-well; inhibition, % at 5 µM; hit rate 0.33% among 300,000; AID 1899, 2009;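 active means inhibition above the mean of all tested compounds plus 3 SD, set per screening campaign, cut at about 45% in these data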
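System – GST-tagged and Flag-tagged HCV core protein residues 1-106 · Repeats – one well for each compound · Technique – TR-FRET 671 and 617 nm emission · Doses – one concentration, 5 µM, in 0.5% DMSO · Times – 4 h, 22.5 °C incubation · Also added – Eu donor and XL665 acceptor anti-tag antibodies · Measure – percent inhibition of core106 dimerization signal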
PAFAH2 FP inh – PAFAH2 enzyme inhibitors, primary screen, biochemical, fluorescence polarization, human; Platelet-activating factor acetylhydrolase 2, cytoplasmic (Homo sapiens), Q99487; recombinant PAFAH2, FP-rhodamine activity probe; inhibition, % at 3.39 µM; hit rate 0.99% among 340,000; AID 492956, 2010;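 active means inhibition above the mean over all tested compounds plus 3 SD, cut at about 30% in these data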;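 further: inhibitors block probe labeling of enzyme so polarization drops; 0% = enzyme with DMSO and 100% = wells lacking PAFAH2 protein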
* = called active by the depositor; / = not tested or not shown. This is a random part of the collection, and some 5.6% of all compounds hit somewhere here.

SMILES	procasp3 activ	Fh CTSL1 inh	proCasp7 act	PP1 inh	PP5 inh	AHR activator	TPT1 inh	core dimer inh	PAFAH2 FP inh
CCOc1ccccc1NC(=O)CN1c2cccc3cccc(c23)S1(=O)=O	-5	/	2	2	2.6	30	/	/	4
Nc1c(C(=O)NCc2ccc3c(c2)OCO3)nnn1-c1ccc(OC(F)(F)F)cc1	5	3	-8	5	3.0	-2	-3	1	12
CCOC(=O)[C@@H]1[C@H]2COc3ccccc3[C@@H]2N2C(=O)N(c3ccc(Cl)cc3)C(=O)[C@]12C	6	0	-3	-4	3.9	2	-2	3	2
COc1ccccc1C(O)(c1ccccc1)C(CN1CCOCC1)c1ccccc1 (stereo not drawn)	3	-3	11	-3	1.3	1	-3	0	7
CS(=O)(=O)n1nc(OC(=O)c2cccc3ccccc23)cc1N	-12	1	-21	-2	4.1	26	-3	16	-19
COc1cccc(Oc2ncnc(N)c2[N+](=O)[O-])c1	5	0	6	0	3.0	0	0	5	8
COc1cc2c(cc1O)C(Cc1ccc(O)cc1)[N+](C)([O-])CC2 (stereo not drawn)	8	-2	6	1	1.4	2	-2	4	-3
CC(C(=O)Nc1ccc(N2CCOCC2)cc1)N1C(=O)NC(C)(C)C1=O (stereo not drawn)	3	/	-6	-1	-1.1	-1	/	/	5
CC1(C)C(=S)N(Cc2ccccc2)c2ccccc21	6	3	-8	0	1.1	-2	5	2	2
O=C(N/N=C/C1CC=CCC1)c1cc(Br)ccc1O (stereo not drawn)	-12	-9	-11	2	3.0	26	0	-10	5
C=C(C)C(=O)N1CC2(CC(c3cccc(NC(=O)CC)c3)=NO2)C[C@H]1C(N)=O (stereo partly drawn)	9	-2	-7	0	3.5	-2	-4	-15	4
O=S(=O)(c1ccccc1F)N1CCN(c2nc(-c3cccnc3)nc3ccccc23)CC1	13	/	9	7	2.6	6	/	/	-4
Cn1c(=O)cc(OCC(=O)N2CCC(N3CCCCC3)CC2)c2ccccc21	1	2	1	-4	-1.7	2	-2	-3	-1
CCOC(=O)Nc1ccc(S(=O)(=O)Nc2nc(C)cc(C)n2)cc1	8	-1	6	4	4.1	-3	2	3	-6
COC(=O)c1ccc(OCC(O)CN2CCN(CC(O)COc3ccc(C(=O)OC)cc3)CC2)cc1 (stereo not drawn)	-8	-3	21	2	0.4	0	1	2	-3
O=C(Nc1cccnc1Cl)c1cc(-c2ccc(O)cc2)on1	6	0	-3	3	0.9	-3	-1	0	-19
N=c1scc(-c2ccccc2)n1/N=C/c1ccco1	-20	3	-16	1	0.7	28	19	43	-5
CN(C)C1NC(=O)c2cc(-c3ccccc3)sc2N1 (stereo not drawn)	1	5	-9	-3	0.1	1	-2	-30	3
Cc1cc(C)c2cc(CN(CC3CCCO3)C(=S)NCc3ccco3)c(=O)[nH]c2c1 (stereo not drawn)	-19	6	-27	0	1.6	4	3	14	/
COc1cc2c(cc1NC(=O)Cc1ccc(C)cc1)oc1ccccc12	10	1	9	4	3.1	23	-1	-4	-5
COc1cccc(C(c2sc3ncnn3c2O)N2CCc3ccccc3C2)c1 (stereo not drawn)	4	6	2	-1	-1.5	0	0	5	3
COC(=O)CN(C#N)c1nc(N(C)C)nc(N(C)C)n1	1	21*	4	-3	-1.1	5	2	0	4
COc1ccc(C2CC(=O)c3c([nH]c(C(=O)OC(C)C)c3C)C2)cc1OC (stereo not drawn)	5	2	-1	-1	2.4	11	-5	-6	5
CCN(C(=O)COC(=O)c1ccc(SC)cc1OC)C1CCS(=O)(=O)C1 (stereo not drawn)	-2	/	-1	/	/	1	/	/	14
Clc1ccc(OCCCN2CCCCC2)c(Br)c1	5	-4	-7	3	5.0	5	1	-11	-5
Cc1oc(-c2ccccc2)nc1C(=O)OCC(=O)NCc1ccc(Cl)cc1	13	/	5	3	-1.4	3	/	/	0
Cc1ccc(C(=O)Nc2ccccc2C(=O)NC(Cc2c[nH]c3ccccc23)C(=O)O)cc1 (stereo not drawn)	-9	2	-14	5	5.2	14	1	15	14
CCn1c(SCC(=O)c2cccs2)nnc1-c1ccco1	-7	-2	-8	-1	0.7	6	5	0	-11
Cc1ccc(-c2nc(CN(C)C)cc(CN(C)C)c2O)cc1	0	4	-9	-1	-1.8	-3	2	2	4
O=C(c1ccc(F)c(S(=O)(=O)N2CCOCC2)c1)N1CCN(c2ncccn2)CC1	-4	/	-1	-2	2.5	1	/	/	3
COc1cc(/C=C2/C(=N)N3C=CSC3=NC2=O)ccc1OCCCOc1cc(C)ccc1C	2	6	-10	2	-0.3	13	5	8	-2
CC(C)CN(C(=O)COC(=O)c1cc2c(s1)CCC2)C1CCS(=O)(=O)C1 (stereo not drawn)	6	0	9	3	-0.3	3	4	88*	7
COCCNCCOCCOc1ccc(Cl)c(C)c1	1	0	3	0	-0.3	0	3	4	-6
COc1ccc(CCNc2nc(C)nc3c2nnn3Cc2ccccc2)cc1OC	-5	0	-4	-4	2.0	4	-1	6	0
CN(CC(=O)Nc1ccc(F)cc1)C(=O)COC(=O)CSc1ccc(F)cc1	11	0	-2	-7	0.4	-2	-2	0	3
CCCCCc1ccc(-c2ccc(/C=C/C(=O)O)cc2)nc1	-2	7	-5	-1	1.6	-15	-5	-1	-10
CC(=O)Nc1ccc(NC(=O)C(C)Oc2ccc(C)nc2[N+](=O)[O-])cc1 (stereo not drawn)	5	/	2	-5	0.2	0	/	/	2
C=CC1C(N2CCOCC2)C(C)(C)S1(=O)=O (stereo not drawn)	2	0	15	-2	-0.9	-4	5	-9	-1
COc1ccc(-c2noc(-c3ccccc3-c3ccccc3)n2)cc1OC	1	5	0	1	2.0	19	-4	-6	-7
CCCCCCn1c(=O)[nH]c2nc3cc(N)ccc3nc2c1=O	-1	4	-4	-5	-4.1	1	-28	-9	/
CC(C)Nc1nc(-c2cccnc2)nc(-c2ccccc2)c1C#N	-3	2	-8	-3	-1.8	12	-1	13	-5
CCOc1ccc(NS(=O)(=O)c2ccc(NS(C)(=O)=O)cc2)cc1	-2	1	-5	0	-0.6	0	-4	-4	7
CCC(C)c1ccc(OCCn2ccnc2)cc1 (stereo not drawn)	-4	6	-4	3	2.5	16	1	-3	-3
O=C(O)c1ccc(Oc2c(C(F)(F)F)oc3cc(O)ccc3c2=O)cc1	4	2	9	-4	0.8	3	-3	-1	1
COc1ccc(NS(=O)(=O)c2ccc(O)c([N+](=O)[O-])c2)cc1S(=O)(=O)N1CCCCC1	4	/	11	/	/	-2	/	/	4
CC1CCCC(C)N1C(=O)COC(=O)c1cccs1 (stereo not drawn)	-1	/	12	/	/	0	/	/	23
O=C(CSC1=NS(=O)(=O)c2cc(Cl)ccc2N1)NCc1ccccc1	-2	-1	5	-2	-1.7	-1	0	0	3
O=C(CCC1CCCN(C(=O)CCN2CCCCC2=O)C1)NCc1ccccc1F (stereo not drawn)	-1	-4	6	-3	1.4	1	2	-3	4
CCC(C(=O)NCCc1ccc(OC)c(OC)c1)n1nc(C)n2c(cc3occc32)c1=O (stereo not drawn)	-1	-4	8	-4	-0.5	1	0	2	-2
CCN1CCc2nc3sc(C(=O)N4CCc5ccccc5C4)c(N)c3cc2C1	-14	-3	-11	12	3.6	28	11	-9	9
CN(CC(=O)Nc1ccc(Cl)c(C(F)(F)F)c1)C(=O)c1ccc2c(c1)NC(=O)CS2	-10	/	-1	1	7.6	3	/	/	-11
CC(Sc1nnc(C2CC2)n1C1CC1)C(=O)NC1(C#N)CCCCC1 (stereo not drawn)	0	/	11	1	1.9	1	/	/	0
CCOc1ccc(NC(=O)CSc2nnc(CNC(=O)c3ccco3)o2)cc1	6	2	0	-2	2.3	7	-5	-11	-4
COCCn1nnnc1C(c1cc2cc(OC)c(OC)cc2[nH]c1=O)N1CCN(c2ccc(O)cc2)CC1 (stereo not drawn)	-12	6	-16	2	0.0	0	0	1	6
C=CCNC(=O)c1ccccc1NC(=O)c1ccc(Cl)c(S(=O)(=O)Nc2cc(C)ccc2C)c1	-9	2	-1	4	1.2	0	-2	13	-3
CC1CCc2nc(N)c(C#N)c(-c3cccn3C)c2C1 (stereo not drawn)	-10	4	0	1	0.5	0	7	0	0
Cc1cc2nc(-c3cccnc3SCC(=O)NC3CC3)[nH]c2cc1C	3	0	11	-2	1.0	55*	0	-3	/
COc1ccc(/C=C2\SC(=S)N(CCC(=O)NC3=NCCS3)C2=O)cc1OC	-10	-1	-20	5	3.2	-5	0	-13	3
COc1cc(C(=O)NC(=S)Nc2ccccc2N2CCOCC2)cc(OC)c1OC	-7	2	-14	1	3.1	19	-2	3	-1
CC(OC(=O)c1cccs1)C(=O)NC1CCCCC1C (stereo not drawn)	4	/	-13	-3	-2.1	0	/	/	4

Arranged by value in AHR activator (highest first): some entries from above.
Molecule	AHR activator
CCN1CCc2nc3sc(C(=O)N4CCc5ccccc5C4)c(N)c3cc2C1	28
CN(CC(=O)Nc1ccc(Cl)c(C(F)(F)F)c1)C(=O)c1ccc2c(c1)NC(=O)CS2	3
CC(Sc1nnc(C2CC2)n1C1CC1)C(=O)NC1(C#N)CCCCC1 (stereo not drawn)	1
C=CCNC(=O)c1ccccc1NC(=O)c1ccc(Cl)c(S(=O)(=O)Nc2cc(C)ccc2C)c1	0

Next section.
SMILES	procasp3 activ	Fh CTSL1 inh	proCasp7 act	PP1 inh	PP5 inh	AHR activator	TPT1 inh	core dimer inh	PAFAH2 FP inh
COC(=O)CSc1nnc(-c2ccccc2O)n1-c1ccc(C)cc1	-7	-2	5	-3	3.4	-5	-3	2	6
Cc1ccc2c(c1)C(c1ccccc1)N(C(=O)c1cccc([N+](=O)[O-])c1)CC(=O)N2 (stereo not drawn)	3	-2	4	-3	0.5	5	-1	-1	-2
COC(=O)CSc1cc(C(F)(F)F)nc(-c2ccccn2)n1	1	6	-1	0	-2.0	1	-4	-3	0
COc1ccccc1CCc1nnc(CCC(=O)NC(C)Cn2nc(C)cc2C)o1 (stereo not drawn)	-7	-4	-4	0	3.9	6	-2	1	-2
O=C(NNC(=O)c1cccs1)c1ccc(Cl)nc1	-2	3	5	-5	-2.6	-3	-3	-3	2
